High-throughput results (PubChem)
GPT2 inh = blocks human glutamate pyruvate transaminase 2; Q8TD30; Recombinant GPT2, coupled pyruvate oxidase/HRP Amplex Red fluorescence; Potency, µM (titrated, usually from 57.7 µM), inactives show top-dose activity change, negative = inhibition, usual class: inhibitors; hit rate 0.25% among 100,000; further: potency means the concentration at half of the fitted maximal effect; nearly all actives have a fitted effect of over 60% in size; many of its hits are not listed in these tables
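GPT2 10ng/uL, a-KG 250uM, L-Ala 2mM, HEPES pH7.5 + 0.0001% Tween; 30 min RT. Then Amplex mix (PO/HRP/ThPP), 30 min RT dark, fluorescence. AOA 50uM used as positive control.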
FLuc inh = Photinus pyralis luciferase inhibition | purified P. pyralis luciferase, luminescence, biochemical | hit rate 2.5% among 76,000 | P08659 | Potency, µM (top dose mostly 115 µM), inactives show at the top dose activity change, negative = inhibition, usual class: inhibitors | AID 1347043; further: potency means the concentration at half of the fitted maximal effect; nearly all actives have a fitted effect of over 65% in size
Target sequence (P08659 whole entry, looked up): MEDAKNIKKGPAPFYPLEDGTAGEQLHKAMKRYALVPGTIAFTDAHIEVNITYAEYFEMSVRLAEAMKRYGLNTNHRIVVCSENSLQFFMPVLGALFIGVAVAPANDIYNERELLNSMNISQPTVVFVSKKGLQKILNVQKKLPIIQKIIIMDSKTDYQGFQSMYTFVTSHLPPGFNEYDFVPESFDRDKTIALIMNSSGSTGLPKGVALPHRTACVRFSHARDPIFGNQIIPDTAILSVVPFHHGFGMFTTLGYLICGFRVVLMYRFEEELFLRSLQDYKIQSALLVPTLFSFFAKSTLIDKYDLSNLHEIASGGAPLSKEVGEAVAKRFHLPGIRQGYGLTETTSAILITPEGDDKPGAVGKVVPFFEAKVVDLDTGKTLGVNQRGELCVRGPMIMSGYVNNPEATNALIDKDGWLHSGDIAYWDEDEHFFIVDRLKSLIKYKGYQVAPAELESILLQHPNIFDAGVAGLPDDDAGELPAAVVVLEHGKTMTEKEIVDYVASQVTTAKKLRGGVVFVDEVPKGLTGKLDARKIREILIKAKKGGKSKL
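Purified 10nM P. pyralis luciferase with 10uM D-luciferin and 10uM ATP in 50mM Tris acetate pH 7.5, 10mM Mg acetate, 0.01% Tween-20, 0.05% BSA. qHTS titration; luminescence read by CCD imager.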
HEK293 viab = cell viability loss counter-screen | Potency, µM (titrated, usually from 57.1 µM), without a hit: top-dose activity change, negative = cytotoxicity, actives largely listed as cytotoxic | hit rate 0.12% among 150,000 | HEK-293-SNCA-luc viability, GF-AFC fluorescence, 24 h | AID 1671193;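 further: potency means the concentration at half of the fitted maximal effect; 0% = DMSO-treated cells and -100% = medium-only wells without cells; nearly all actives have a fitted effect of over 30% in size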
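Cytotoxicity counterscreen: after 24 h compound treatment of genome-edited SNCA-luciferase HEK-293 cells, live-cell protease substrate GF-AFC read by fluorescence after 30 min; activity scaled between DMSO (0%) and medium-only (-100%), curves Hill-fitted.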
HEK cytotox = HEK 293 cell cytotoxicity; HEK 293 viability, ATP luminescence (CellTiter-Glo), 48-72 h; Potency, µM (top dose mostly 115 µM), for inactives: at the highest dose activity change, negative = cytotoxicity, usual class: inhibitors; hit rate 6.6% among 94,000; further: potency means the concentration at half of the fitted maximal effect; nearly all actives have a fitted effect of over 60% in size
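HEK 293 cells seeded at 250 cells/well were exposed to compound for 48 or 72 hr at 37 degree Celsius. Viability taken as ATP content by CellTiter-Glo luminescence.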
IP6K1 inhibitor = inhibitors of human IP6K1. Q92551. IP6K1 kinase, ADP-Glo luminescence, 2 h; active compounds read low. activity change, % (series mostly up to about 58 µM). hit rate 0.81% among 140,000. AID 1645851; in the data active means activity change below about -25%
Target sequence (Q92551 whole entry, looked up): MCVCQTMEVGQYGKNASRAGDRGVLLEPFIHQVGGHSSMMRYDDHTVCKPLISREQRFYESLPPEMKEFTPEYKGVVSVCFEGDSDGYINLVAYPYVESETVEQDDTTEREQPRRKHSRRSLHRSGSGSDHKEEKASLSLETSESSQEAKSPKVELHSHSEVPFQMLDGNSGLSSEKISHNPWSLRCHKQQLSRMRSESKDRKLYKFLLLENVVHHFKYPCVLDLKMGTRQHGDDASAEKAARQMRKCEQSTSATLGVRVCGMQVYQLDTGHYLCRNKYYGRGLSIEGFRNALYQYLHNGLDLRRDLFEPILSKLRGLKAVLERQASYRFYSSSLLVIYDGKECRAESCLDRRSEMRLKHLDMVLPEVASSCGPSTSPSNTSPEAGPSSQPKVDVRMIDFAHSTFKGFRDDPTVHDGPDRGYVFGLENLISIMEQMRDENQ
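ADP-Glo luminescence measures ADP made by human IP6K1 during a 2 h RT reaction with ATP/IP6 (mix at 1.3 mM/130 uM); top library doses 57.5 and 19.1 uM final.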
NIH3T3 tox = cytotoxic compounds in NIH 3T3 cells; NIH 3T3 viability, CellTiter-Glo ATP luminescence, 48-72 h; Potency, µM (titrated, usually from 96.7 µM), for the others: top-dose activity change, negative = cytotoxicity, actives largely listed as inhibitors; hit rate 4.3% among 94,000; AID 1345082; further: potency means the concentration at half of the fitted maximal effect; nearly all actives have a fitted effect of over 55% in size
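Cytotoxicity was measured by CellTiter-Glo ATP luminescence after 48 or 72 h compound exposure at 37 °C. Mouse NIH 3T3 fibroblasts were seeded at 400 cells/well and dosed by 23 nL pin transfer.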
SNCA expr inh = inhibitors of alpha-synuclein (SNCA) gene expression. Potency, µM (doses to about 57.2 µM), inactives show at the top dose activity change, negative = inhibition, usual class: inhibitors. hit rate 0.17% among 140,000. HEK-293 SNCA-luciferase knock-in, luminescence, 24 h;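 further: potency means the concentration at half of the fitted maximal effect; plate controls were DMSO cells for no effect and cell-free wells for full effect; nearly all actives have a fitted effect of over 45% in size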
Numbers without * were called inactive; i = inactive; ? = inconclusive; . = no result given; [ ] = remark or other dose. Unless noted, the call rests on the fitted dose curve; in most records, active means well fitted curve in the direction sought with a large enough effect; inconclusive means small, poorly fitted or top-dose-only effect, or another doubt; inactive means no such curve, though single readings can be large; an effect the other way counts as inactive or inconclusive. Unless noted, on the % scale 0 is the no-effect control and ±100 the full control effect.

structure,GPT2 inh,FLuc inh,HEK293 viab,HEK cytotox,IP6K1 inhibitor,NIH3T3 tox,SNCA expr inh
C[C@H](C(=O)N1CCCC1)C1CC[C@@]2(C)Cc3sc(CS(=O)(=O)C(C)(C)C)nc3[C@@H](C)[C@@H]2[C@H]1O (some centres undefined),i,-5%,3%,-12%,-12,-13%,9%
COc1ccc(CC(=O)N2CNC(=O)C23CCN(C(=O)C2CCN(C)CC2)CC3)cc1,-14%,.,-6%,i,10,-13%,-12%
Cc1ccc(CCNC(=O)c2ccc(CSCc3ccccc3Cl)o2)cc1,.,.,6%,.,2,.,-3%
CCCC(=O)C1=C(c2ccc(C)c(C)c2)N(C(=O)CCC)n2c(CC)nnc2S1,.,.,5%,.,-1,.,-6%
CSC(=O)OCC1=C[C@@H]2OC(=O)C3=CO[C@@H](O[C@@H]4O[C@H](CO)[C@@H](O)[C@H](O)[C@H]4O)[C@H]1[C@@H]32,i,.,-1%[23.9 µM],.,-2,.,.
CCCc1cc(C(=O)N[C@@H]2COCC[C@H]2Oc2ccc(C(=O)O)cc2)n[nH]1,-40%,-8%,3%,0%,4,-15%,-27%
COc1cc2c(cc1OC)C(COc1ccc3c(C)cc(=O)oc3c1)N(C(=O)c1ccc(Cl)cc1)CC2 (centres undefined),.,.,5%,.,-9,.,-4%
COC[C@@H]1CN(c2cnccn2)C[C@H]1C(=O)NCCc1ccncc1,-16%,-9%,11%,3%,7,-11%,-6%
Cc1cccc(N2CCN(C(=O)C3CCN(S(=O)(=O)c4c(C)noc4/C=C/c4ccccc4F)CC3)CC2)c1C,.,.,1%,.,1,.,-26%
COCCCNC(=O)c1cnn(-c2ccccc2Cl)c1C1CCN(C(=O)OC(C)(C)C)CC1,.,.,3%,.,29,.,-10%
COc1ccccc1CNC(=O)c1ccc(N2CCCC2)c(NC(=O)NCc2ccc(C)cc2)c1,.,.,-2%,.,-2,.,?
COCCn1c(SCC(=O)Nc2ccc(C(F)(F)F)cc2)nc2c([nH]c3ccccc32)c1=O,.,.,0%,.,-9,.,-5%
CCOC(=O)C1=C(CS(=O)(=O)c2c(C)cc(C)cc2C)NC(=O)NC1c1cccc(OC)c1 (centres undefined),.,.,-2%,.,-2,.,16%
O=C(N1CCN(Cc2ccccc2)CC1)C1(c2ccc(Cl)cc2)CCOCC1,i,.,1%,?,-1,-11%,-29%
Cc1ccc(C(=O)c2cn(Cc3ccccc3)c3c(F)cc(F)cc3c2=O)cc1,.,.,2%,.,7,.,13%
CN(C)c1ccc(C(=O)N[C@H]2C[C@H]3C(=O)NC[C@@H](CCC(=O)NCc4ccccc4)N3C2)cc1,i,13%,3%,-17%,9,-3%,-1%
CCn1cc(C(=O)Nc2ccc(C(C)C)cc2)c2cc(OC)c(OC)cc2c1=O,.,.,-18%,.,4,.,?
Cc1ccc(C2=Nc3ccccc3N(CC(=O)NCc3ccc(Cl)cc3)C(=O)C2)cc1C,.,.,3%,.,3,.,73%[activator]
CC(=O)N[C@H]1CN(C2CCN(c3ccc(F)cc3C)CC2)C[C@@H]1C1CC1,i,1%,-7%,?,-5,-30%,7%
COc1ccc(C(=O)N2CCCC(C(=O)N3CCC(c4nc5ccncc5[nH]4)C3)C2)cc1 (centres undefined),i,.,9%,-9%,10,-15%,-27%
CCOCC(=O)N1CCC(C2CCNC2)CC1 (centres undefined),4%,2%,-3%[12.5 µM],1%,12,-1%,-25%
O=C(CCNC(=O)c1cnccn1)NC1CCCc2c1[nH]c1ccc(Cl)cc21 (centres undefined),-2%,5%,-9%,?,-3,?,-2%
Cc1ccc(NC(=O)c2c(C)nc3sc(C(=O)Nc4ccc(F)cc4)c(N)c3c2-c2ccccc2Cl)c(C)c1,.,.,?,.,20,.,39%[activator]
CCc1cc2c(cc3c(=O)n(CC(=O)NC4CCCCC4)ncn32)s1,.,.,10%,.,-14,.,-9%
COc1ccccc1OCCNC(=O)C1N(C(C)C)C(=O)C12CCCC2 (centres undefined),4%,2%,-1%,0%,-1,-2%,-6%
O=C(NCCCc1ccccc1F)[C@H]1CCC[C@@H](O)C1,-2%,-1%,6%,-19%,17,-7%,10%
O=C1[C@@H]2C[C@@H](O)CN2C2(CN(Cc3cccc(F)c3)C2)C(=O)N1Cc1ccccc1,-1%[88.5 µM],-9%[172 µM],7%[87.6 µM],-6%[172 µM],-8,-20%[174 µM],24%[87.6 µM]
CN1C[C@@H](NC(=O)c2ccccn2)C[C@H]1c1nc(-c2ccc(OC(F)(F)F)cc2)no1,-10%[88.5 µM],-4%[172 µM],1%[87.6 µM],79µM*,-9,?,5%[87.6 µM]
Cc1cc(C(F)(F)F)nn1CC(=O)N1CCN2CCS(=O)(=O)N(C3CC3)C(=O)C2C1 (centres undefined),-2%,0%,-4%,-3%,11,-1%,-27%
CCNC(=O)c1cccnc1OC1CCN(C(=O)Cc2cccc(Cl)c2)C1 (centres undefined),4%,6%,-11%,4%,6,-2%,16%

3 compounds out of the list, sorted by molecular weight, highest first.
structure,GPT2 inh,FLuc inh,HEK293 viab,HEK cytotox,IP6K1 inhibitor,NIH3T3 tox,SNCA expr inh
COCCCNC(=O)c1cnn(-c2ccccc2Cl)c1C1CCN(C(=O)OC(C)(C)C)CC1,.,.,3%,.,29,.,-10%
CCc1cc2c(cc3c(=O)n(CC(=O)NC4CCCCC4)ncn32)s1,.,.,10%,.,-14,.,-9%
O=C(NCCCc1ccccc1F)[C@H]1CCC[C@@H](O)C1,-2%,-1%,6%,-19%,17,-7%,10%

Additional compounds
structure,GPT2 inh,FLuc inh,HEK293 viab,HEK cytotox,IP6K1 inhibitor,NIH3T3 tox,SNCA expr inh
CCOC(=O)C(Cc1cccc(N2CCC(N(c3ccccc3)c3ccccc3)CC2)c1F)OC (centres undefined),.,.,.,?,-6,-18%,.
CCOc1ccc(NC(=O)N2CCC(CC(=O)NCc3ccccc3)C2)cc1 (centres undefined),5%,-17%,-9%[12.5 µM],5%,-10,-3%,?
O=C(NCCc1ccc(Cl)cc1)c1nc2cccnc2n(CCc2ccccc2)c1=O,2%,.,-4%,?,1,?,?
Cc1ccc(CNC2CN(C(=O)OC(C)(C)C)C2)cc1,-12%[88.5 µM],.,-6%[87.6 µM],-15%[172 µM],1,-14%[138 µM],-7%[87.6 µM]
O=C(N[C@H]1CO[C@H]2[C@@H]1OC[C@@H]2Nc1nccc(-c2ccccc2)n1)N1CCOCC1,-2%[88.5 µM],2%[172 µM],-8%[87.6 µM],-8%[172 µM],0,0%[174 µM],-1%[87.6 µM]
C/C=C1/[C@H](O[C@@H]2O[C@H](CO)[C@@H](O)[C@H](O)[C@H]2O)OC=C(C(=O)OC)[C@H]1CC(=O)OCCc1ccc(OC(=O)C[C@@H]2C(C(=O)OC)=CO[C@@H](O[C@@H]3O[C@H](CO)[C@@H](O)[C@H](O)[C@H]3O)/C2=C/C)cc1,-15%[17.1 µM],.,2%[12.5 µM],.,-10,.,.
Cc1cccc(C)c1OCc1cc(=O)n2c(-c3ccccc3)csc2n1,.,.,6%,.,-11,.,-4%
COc1cc2c(cc1OC)[C@@H]1C(=O)c3ccc4c(c3O[C@@H]1CO2)C=CC(C)(C)O4,i,.,-20%,.,.,.,?
CCC1CCCCN1C(=O)c1nn(-c2ccc(OC)cc2)c(=O)c2c1c1ccccc1n2C (centres undefined),.,.,-21%,.,33,.,53%[activator]
CCOc1ccccc1C(=O)N[C@@H]1CN(Cc2ccncc2)C[C@H]1CN(C)C,i,3%,-11%,?,30,?,-16%
COc1ccccc1N1CCN([C@H]2[C@@H]3OC[C@@H](O3)[C@@H](N(CC3CC3)CC3CC3)[C@@H]2O)CC1,i,-1%,14%,-19%,11,-25%,8%
CC(=O)N1CCC(c2nc(-c3nnn4c3COC(c3ccc(C)cc3)C4)no2)CC1 (centres undefined),-5%,-3%,5%,?,8,-14%,23%
COc1ccc(CNC(=O)Cn2ncc3c4ccccc4n(Cc4cccc(Cl)c4)c3c2=O)cc1,.,.,7%,.,18,.,33%
COc1ccc(NC(=O)c2c(OC)cc(=O)n3c2CCCC3)cc1,i,-10%,-1%,-8%,11,?,17%
COc1ccc(NC(=O)N2C[C@@H]3C[C@H](C2)c2ccc(NC(=O)Nc4ccc(C(C)=O)cc4)c(=O)n2C3)cc1,5%,?,-25%,-19%,-3,-19%,2%
COc1ccc(-c2noc(N3CCC(C(=O)N4CCN(c5cccc(C)c5C)CC4)CC3)n2)cc1,.,.,-3%,.,-6,.,29%
CCOCC(=O)N1CCC(C2CCN(S(C)(=O)=O)CC2)C1 (centres undefined),i,7%,0%[12.5 µM],i,20,-3%,1%
COCCN(CCOC)S(=O)(=O)c1ccc(C(=O)Nc2sc3c(c2C(N)=O)CCCC3)cc1,.,.,23%,.,33,.,-15%
COC(=O)c1c(NC(=O)Cc2coc3cc(C)ccc23)sc2c1CCC2,.,.,9%,.,-7,.,21%
Cn1nnc2c(N3CCN(c4ccc(F)cc4)CC3)ncnc21,.,.,-12%,.,-5,.,4%
COC[C@@H]1CN(C(=O)c2ccc(OC)cc2C)C[C@H]1c1ccncc1,i,-5%,5%,-5%,-9,0%,4%
COc1ccc(OC)c(NC(=O)Cn2c(N3CCC(C)CC3)nc(C)cc2=O)c1,3%,-10%,3%,?,24,?,?
O=C(C1CCCN1C(=O)c1cccc(Cl)c1)N1CCC(c2nc3ccncc3[nH]2)CC1 (centres undefined),0%,.,9%,-4%,12,-27%,?
Cc1nc(C)c(C(=O)N2CCC(Oc3ccccc3-c3nc(-c4ccccc4)no3)C2)s1 (centres undefined),-10%,-18%,?,28µM*,10,40µM*,?
CC(=O)Nc1ccc(NC(=O)CCS(=O)(=O)c2ccc3c(c2)CC(=O)N3C)cc1,.,.,-5%,.,-7,.,?
OC1(c2csc(CN3CCN(c4ccccn4)CC3)n2)CCN(Cc2ccccc2)CC1,i,7%,-1%,?,-3,-27%,8%
COCCN1CCCC(c2[nH]ccc2C(=O)NCCc2c[nH]c3ccccc23)C1 (centres undefined),i,0%,0%[12.5 µM],-28%,7,?,-14%
CCn1c(-c2ccccc2)nn(CC(=O)NCc2ccc3nonc3c2)c1=O,-16%,2%,-17%,i,4,-10%,4%
Cc1ccc(-c2nc3scc(CCNS(=O)(=O)c4ccc(Oc5ccccc5)cc4)n3n2)cc1,.,.,-16%,.,-8,.,-1%
CCS(=O)(=O)NCC(c1ccco1)N1CCN(c2ccc(OC)cc2)CC1 (centres undefined),.,.,?,.,-9,.,2%
CCc1ccc(CNC(=O)c2cc(-c3ccc(Br)s3)nc3ccccc23)cc1,.,.,4%,.,36,.,-16%
